TDP43 rescue – rescues yeast growth from TDP-43 toxicity; TDP-43 expressing yeast growth rescue, BacTiter-Glo, 24 h; Potency, µM (doses to about 46.1 µM), for the others: at the highest dose growth rescue (activation), usual class: activators; 410,000 tested, 1.8% active; note: % of control where 0% means no effect; nearly all actives have a fitted effect of over 50% in size
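Galactose-induced TDP-43 yeast, OD600=0.02, compound pinned; 24 hr, 30 deg C; BacTiter-Glo luminescence for growth. Inhibitors of TDP-43 toxicity read as activators.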
GLP-1R agonist – agonists of human GLP-1 receptor | Potency, µM (top dose mostly 45.6 µM), for the others: top-dose activation, hits mostly activators | HEK293 GLP-1R CRE-luciferase, luminescence, 4-6 h; cells express a hypersensitive GLP-1R form | 380,000 tested, 0.007% active | P43220; note: % of control where 0% means no effect
Target sequence (P43220 whole entry, looked up): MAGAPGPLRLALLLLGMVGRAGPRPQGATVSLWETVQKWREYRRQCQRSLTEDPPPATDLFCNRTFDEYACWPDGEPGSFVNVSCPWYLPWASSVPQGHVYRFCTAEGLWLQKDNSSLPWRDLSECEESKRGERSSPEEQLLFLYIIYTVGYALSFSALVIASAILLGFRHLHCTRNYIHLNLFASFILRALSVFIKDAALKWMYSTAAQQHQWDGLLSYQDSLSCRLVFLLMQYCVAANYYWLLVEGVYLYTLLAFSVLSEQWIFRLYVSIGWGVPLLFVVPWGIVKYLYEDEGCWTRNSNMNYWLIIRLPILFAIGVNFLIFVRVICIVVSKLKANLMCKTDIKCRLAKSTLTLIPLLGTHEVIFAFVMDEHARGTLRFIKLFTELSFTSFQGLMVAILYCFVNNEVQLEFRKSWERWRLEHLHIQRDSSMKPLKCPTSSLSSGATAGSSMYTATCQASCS
KB-V1 MDR tox – KB-V1 MDR subline cytotoxicity | KB-V1 MDR cells viability, CellTiter-Glo, 72 h | Potency, µM (doses to about 46.1 µM), without a hit: top-dose activity change, negative = cytotoxicity, actives largely listed as cytotoxic | 400,000 tested, 3.4% active | AID 1347076; note: % is set by controls: 0 for no effect and ±100 for the full control effect; nearly all actives have a fitted effect of over 60% in size
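Readout: CellTiter-Glo luminescence, 10 min after addition. Cells: KB-V1 MDR subline, 72 h at 37 degrees C with compound. Analysis: corrected, normalized data fitted to concentration-effect curves.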
GLP-1R inv ag – inverse agonists of human GLP-1 receptor. P43220. HEK293 GLP-1R CRE-luciferase, luminescence, 24 h; GLP-1R form is constitutively active. Potency, µM (doses to about 38.3 µM), for inactives: at the top dose activity change, negative = inhibition, hits mostly inhibitors. 410,000 tested, 1.6% active. AID 624417; note: % is set by controls: 0 for no effect and ±100 for the full control effect; nearly all actives have a fitted effect of over 55% in size
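Readout was luciferase luminescence, measured 12 min after detection reagent at room temperature. Beforehand, GLP-1R reporter HEK293 cells had sat 12 h, then received compounds for 24 hr at 37 deg C.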
HT1080 IDH1KD tx – kills HT-1080 cells with IDH1 knockdown; HT-1080 IDH1 knockdown viability, ATP luminescence, 48 h; AID 686971; Potency, µM (top dose mostly 46.1 µM), for the others: at the highest dose activity, negative = toxicity, hits mostly cytotoxic; 360,000 tested, 2% active;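 note: 0% = DMSO wells and -100% = cell-free medium wells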
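HT-1080-IDH1KD cells (IDH1 knocked down), 750/well in RPMI with 5% FBS, treated with compound 48 h at 37 degrees C. Viability by CellTiter-Glo luminescence, normalised to DMSO and no-cell wells; concentration-response curves classed.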
KB-3-1 tox – kills parental KB-3-1 adenocarcinoma cells; KB-3-1 viability, CellTiter-Glo ATP luminescence, 72 h; Potency, µM (highest dose often 46.1 µM), without a hit: at the highest dose activity change, negative = cytotoxic, hits mostly cytotoxic; 400,000 tested, 1.4% active; note: % is set by controls: 0 for no effect and ±100 for the full control effect; nearly all actives have a fitted effect of over 60% in size
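Parental KB-3-1 adenocarcinoma cells in phenol-red-free DMEM with 10% FBS were pin-treated with compounds at several concentrations, incubated 72 h at 37 °C, and viability read by CellTiter-Glo luminescence; concentration-effect curves were fitted after normalization.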
SW480 rerep – DNA re-replication induction in SW480 cells; SW480 DNA re-replication, Hoechst DNA content imaging, 48 h; 340,000 tested, 1.8% active; Potency, µM (highest dose often 46.1 µM), without a hit: at the top dose re-replication activation, hits mostly activators; AID 624297; note: % of control where 0% means no effect; nearly all actives have a fitted effect of over 55% in size
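Quantitative HTS format with DMSO vehicle controls; 48 hr drug incubation at 37 C, then 40 min Hoechst staining and scanning imager measurement at 405 nm excitation.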
GLP1R cytotox – cytotoxicity in counter-screen for GLP-1R inverse agonists; Potency, µM (titrated, usually from 38.3 µM), without a hit: at the top dose activity change, negative = inhibition, hits mostly inhibitors; 410,000 tested, 0.13% active; HEK293 cAMP-luciferase reporter cells, luminescence, 24 h;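 note: loss of luciferase light is scored as toxicity; % is set by controls: 0 for no effect and ±100 for the full control effect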
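MLSMR compounds, 24 hr on cells at 37 deg C/5% CO2; luminescence after luciferase reagent (12 min RT). Inhibition counted as the undesired cytotoxic outcome.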
HT1080NT lethal – kills 2HG-producing HT-1080-NT fibrosarcoma cells; AID 686970; HT-1080-NT fibrosarcoma viability, CellTiter-Glo ATP luminescence, 48 h; 360,000 tested, 1.6% active; Potency, µM (doses to about 46.1 µM), for inactives: at the highest dose activity, negative = less viability, actives largely listed as cytotoxic;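 note: NT is the 2HG producing partner of a matched IDH1 knockdown line; 0% = DMSO-treated cells and -100% = media-only wells without cells; nearly all actives have a fitted effect of over 55% in size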
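HT-1080-NT fibrosarcoma cells (2HG-overproducing), 750 cells/well in RPMI with 5% FBS, dosed after 2 h and incubated 48 h at 37C. CellTiter-Glo luminescence normalized to DMSO and no-cell wells; concentration-response curves fitted and classed.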
* marks the source's active call; other numbers are inactive results; ? = inconclusive; . = not tested or not shown; & = joins results of further samples; [ ] = another dose, or the depositor's remark. Calls come from the whole dose curve; as a rule, active = well fitted curve in the direction sought with a large enough effect; inconclusive = small, poorly fitted or top-dose-only effect, or another doubt; inactive = no such curve, though single readings can be large; an effect the other way counts as inactive or inconclusive. Potency is the fitted concentration of half-maximal effect.

Assay codes – A = TDP43 rescue; B = GLP-1R agonist; C = KB-V1 MDR tox; D = GLP-1R inv ag; E = HT1080 IDH1KD tx; F = KB-3-1 tox; G = SW480 rerep; H = GLP1R cytotox; I = HT1080NT lethal
O=C(Nc1ccc(N2CCN(C(=O)c3ccc(Cl)cc3)CC2)cc1)c1cccs1
  A: 12% | B: -1% | C: 2% | D: 4% | E: 0% | F: 5% | G: ? | H: 0% | I: 0%
CCOc1ccc(Oc2ccc(NS(=O)(=O)c3ccc(CCC(=O)O)cc3)cc2)cc1
  A: 4% | B: -1% | C: 2% | D: 12% | E: -7% | F: -4% | G: . | H: 0% | I: 0%
COc1ccc(Br)cc1/C=C(\C(=O)O)c1ccc(S(=O)(=O)N2CCCCC2)s1
  A: 0% | B: -1% | C: 32% | D: -2% | E: -4% | F: 0% | G: . | H: 15% | I: 13%
CC(C)[C@H](NC(=O)c1ccco1)C(=O)OCC(=O)N(C)c1ccccc1
  A: 11% | B: 4% | C: ? | D: -2% | E: 9% | F: 13% | G: 2% | H: 2% | I: 8%
Cc1ccc(NC(=O)c2cc(S(=O)(=O)N3CCCCCC3)ccc2F)cc1F
  A: -12% | B: . | C: -36% | D: ? | E: . | F: 0% | G: . | H: -3% | I: .
Cc1ccc(N(C)C(=O)C2CCCN2S(=O)(=O)c2cccc3nsnc23)cc1 (stereo not given)
  A: -6% | B: 17% | C: -6% | D: 39%[activator] | E: -6% | F: 13% | G: -2% | H: -3% | I: -11%
COc1ccc(/C=C/c2nc3ccccc3c(=O)n2-c2cccc(C(F)(F)F)c2)cc1
  A: 0% | B: . | C: ? | D: ? | E: . | F: ? | G: . | H: -17% | I: .
O=C1NC[C@H](CCCCN2C[C@H](Cc3ccc(O)cc3)N(CC3CCCCC3)C(=O)C2=O)N(CCc2ccccc2)C1=O
  A: 10% | B: 2% | C: ? | D: 17% | E: 8% | F: 9% | G: . | H: -8% | I: 15%
O=C(N=C1SC2CS(=O)(=O)CC2N1c1ccc(Cl)cc1)C1CCCO1 (stereo not given)
  A: -1% | B: 0% | C: 26% | D: 13% | E: 11% | F: 12% | G: 2% | H: ? | I: 17%
CC(=O)Nc1ccc(/C(C)=N/NC(=O)c2ccc(F)cc2)cc1
  A: 1% | B: 6% | C: ? | D: -14% | E: -6% | F: 20% | G: -5% | H: -27% | I: 0%
COC(=O)c1cc(OC)c(OC)cc1NC(=O)c1ccccc1
  A: 16% | B: 1% | C: 1% | D: 49%[activator] | E: 16% | F: 2% | G: 2% | H: -10% | I: 4%
Cc1ccc(S(=O)(=O)Nc2cc(C(C(=O)OC(C)C)C(=O)C(F)(F)F)c(O)c3ccccc23)c(C)c1 (stereo not given)
  A: ? | B: 0% | C: -7% | D: ? | E: ? | F: -8% | G: 0% | H: ? | I: ?
Cc1cc(Cl)ccc1OC(C)C(=O)OCC(=O)c1ccc[nH]1 (stereo not given)
  A: 23% | B: 6% | C: -5% | D: 4% | E: 20% | F: 12% | G: -3% | H: 6% | I: 7%
CN(C)CCCNCCCNC(=O)c1ccco1
  A: -13%&0% | B: -3%&-7% | C: 0%&-6% | D: 5%&6% | E: 2%&11% | F: 12%&0% | G: 1%&-2% | H: 5%&4% | I: 1%&0%
COc1ccccc1N=c1oc2cc(O)ccc2cc1C(=O)NCC1CCCO1 (stereo not given)
  A: 18% | B: ? | C: -6% | D: 53%[activator] | E: 2% | F: -12% | G: 13% | H: . | I: -1%

A stretch of the results above, for reference:
Assay codes – A = TDP43 rescue; B = GLP-1R agonist; C = KB-V1 MDR tox; D = GLP-1R inv ag; E = HT1080 IDH1KD tx; F = KB-3-1 tox; G = SW480 rerep; H = GLP1R cytotox; I = HT1080NT lethal
O=C(Nc1ccc(N2CCN(C(=O)c3ccc(Cl)cc3)CC2)cc1)c1cccs1
  A: 12% | B: -1% | C: 2% | D: 4% | E: 0% | F: 5% | G: ? | H: 0% | I: 0%
CCOc1ccc(Oc2ccc(NS(=O)(=O)c3ccc(CCC(=O)O)cc3)cc2)cc1
  A: 4% | B: -1% | C: 2% | D: 12% | E: -7% | F: -4% | G: . | H: 0% | I: 0%

Next compounds follow:
Assay codes – A = TDP43 rescue; B = GLP-1R agonist; C = KB-V1 MDR tox; D = GLP-1R inv ag; E = HT1080 IDH1KD tx; F = KB-3-1 tox; G = SW480 rerep; H = GLP1R cytotox; I = HT1080NT lethal
CCCC(C(=O)NCCC(C)C)N(Cc1ccc(OC)cc1)C(=O)c1snc(C(N)=O)c1N (stereo not given)
  A: 4% | B: 9% | C: -4% | D: ? | E: -3% | F: -7% | G: -20% | H: -5% | I: 2%
Cc1ccc2sc(C)[n+](CCO)c2c1
  A: 10% | B: -2% | C: 0% | D: 16% | E: -21% | F: 12% | G: 1% | H: -8% | I: -3%
CCN(CC)S(=O)(=O)c1ccc(N2CCOCC2)c(NC(=O)c2sccc2C)c1
  A: 0% | B: 0% | C: -30% | D: ? | E: 15% | F: 0% | G: 3% | H: -3% | I: -1%
C=CCN(C(=O)C1CSC2(C)CCC(=O)N12)c1nc(-c2ccccc2)cs1 (stereo not given)
  A: 13% | B: 0% | C: -18% | D: ? | E: -22% | F: -20% | G: 14% | H: 16% | I: -7%
O=C(Nc1ccccc1N1CCOCC1)c1cc2ccccc2o1
  A: -19% | B: 12% | C: ? | D: 20% | E: 12% | F: -23% | G: -10% | H: -3% | I: 0%
CC(=O)NCC1CCN(C(=O)C2CCC(=O)N(CCc3cccc(F)c3)C2)CC1 (stereo not given)
  A: 4% | B: 2% | C: . | D: 14% | E: 3% | F: . | G: 3% | H: 5% | I: -16%
CCOC(=O)CCNC(=O)N1CCCC(N2CCN(c3ccc(OC)cc3)CC2)C1 (stereo not given)
  A: -14% | B: 1% | C: -23% | D: -16% | E: 9% | F: 2% | G: -1% | H: -4% | I: 0%
CC(C)COCC(O)CCC(=O)NNC(=S)Nc1ccccc1 (stereo not given)
  A: 23% | B: 0% | C: 6% | D: 25% | E: 2% | F: 13% | G: -7% | H: -11% | I: 9%
O=C(Nc1nc2ccccc2n1CCN1CCCC1)C1CCCCC1
  A: -14% | B: -8% | C: 0% | D: ? | E: -7% | F: -21% | G: -1% | H: ? | I: 2%
COc1ccc([C@H]2CC(=O)C=C(c3ccc(CO)cc3)C2)cc1
  A: 4% | B: 0% | C: ? | D: 42%[activator] | E: 1% | F: 26% | G: -12% | H: 5% | I: 0%
COc1ccc(C(CC(=O)Nc2ccc(F)cc2)c2ccccc2)cc1 (stereo not given)
  A: 3% | B: -9% | C: -26% | D: ? | E: ? | F: -13% | G: ? | H: -11% | I: ?
COc1ccc(CNC(=O)C[C@H]2C[C@H](C(=O)N3CCOCC3)[C@@]3(CCC4CCCC4)c4[nH]c5ccc(Cl)cc5c4CCN3C2=O)cc1OC
  A: ? | B: 13% | C: ? | D: ? | E: 0% | F: ? | G: 26% | H: -4% | I: -2%
CCCCn1c(SCC(=O)O)nc2ccccc21
  A: -22% | B: 0% | C: -5% | D: 4% | E: 1% | F: -15% | G: 10% | H: 4% | I: -2%
O=C(c1c[nH]c(C(=O)C(Cl)(Cl)Cl)c1)c1ccccc1Cl
  A: 6% | B: -10% | C: -15% | D: 17% | E: 16% | F: -20% | G: 0% | H: -11% | I: 19%
CC(C)(C)c1ccc(OC(=O)c2ccc3snnc3c2)cc1
  A: 11% | B: -1% | C: 10% | D: 14% | E: 19% | F: 4% | G: -11% | H: -2% | I: 23%
COc1ccc(C(=O)N/C(=C\c2ccc(Cl)cc2)C(=O)NCC2CCCO2)cc1 (stereo not given)
  A: -10% | B: 0% | C: . | D: 11% | E: 1% | F: . | G: -6% | H: -7% | I: 0%
CC(=O)Oc1cc(O)c2c(c1)OC(c1ccc(OC(C)=O)c(OC(C)=O)c1)C(OC(C)=O)C2=O (stereo not given)
  A: -14% | B: 1% | C: 18% | D: 22% | E: 17% | F: 1% | G: -2% | H: ? | I: 6%
CC(NS(=O)(=O)c1ccc(OCC(=O)N2CCOCC2)cc1)c1ccccc1 (stereo not given)
  A: 1% | B: 1% | C: 2% | D: 4% | E: 2% | F: -9% | G: -3% | H: -2% | I: 12%
CCOC(=O)c1c(-c2ccc(C)cc2)csc1NC(=O)c1cc(=O)c2cc(C)c(C)cc2o1
  A: -12% | B: . | C: 2% | D: 15% | E: . | F: -2% | G: . | H: -4% | I: .
C/C(Nc1ccc(Cl)cc1)=C1/CCOC1=O
  A: 14% | B: -2% | C: -3% | D: 8% | E: 19% | F: 6% | G: 7% | H: -8% | I: -6%
CC(C)n1c(-c2ccc(N(C)C)cc2)nc2ccccc21
  A: -17% | B: 3% | C: ? | D: ? | E: 10%[9.24 µM] | F: -24%&-67% | G: -5% | H: ? | I: -21%
N#Cc1ccccc1OCCCN1CCC(Cc2ccccc2)CC1
  A: 4% | B: -2% | C: -11% | D: ? | E: ? | F: 1% | G: ? | H: ? | I: -26%
COc1cccc(CNC(=O)Cn2nc(C)c([N+](=O)[O-])c2C)c1
  A: 4% | B: -5% | C: -33% | D: -5% | E: -3% | F: 2% | G: -15% | H: 4% | I: 2%
CCOC(=O)c1cnc2ccc(OCC)cc2c1Nc1ccc(OCc2ccccc2Cl)cc1
  A: -4% | B: . | C: 12% | D: ? | E: . | F: -22% | G: . | H: 8% | I: .
Cc1ccccc1-n1cc(CNC(=O)CCc2nnc(CCc3ccccc3)o2)cn1
  A: -17% | B: 4% | C: -4% | D: -22% | E: 23% | F: 4% | G: 4% | H: 3% | I: 1%
Cc1ccccc1Cn1c(C)c(CNCCCc2ccccc2)c(C(=O)O)c1C
  A: -10% | B: . | C: ? | D: -3% | E: . | F: 18% | G: . | H: 5% | I: .
CC(=O)c1cc2c(cc1NC(=O)Cn1cnc3ccccc3c1=O)OCO2
  A: 3% | B: 14% | C: -19% | D: -5% | E: -24% | F: -15% | G: -1% | H: 1% | I: -10%
Cc1ccccc1Nc1nc(N)nc(COC(=O)c2cccc(S(=O)(=O)N(C)c3ccccc3)c2)n1
  A: 21% | B: -4% | C: ? | D: 70%[activator] | E: -16% | F: 0% | G: 14% | H: -1% | I: -14%
